CHT inh: inhibitors of human choline transporter CHT; AID 488975; B-score at 10 µM; 310,000 compounds, 0.86% hits; CHT-expressing cells, membrane potential dye, choline response; hits give low values;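 active means B-score over 3 SD under the library average, and starting fluorescence ratio not unusually high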;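 further: choline stimulus applied at its EC90 after an EC20 pre-addition; B-score computed on integrated fluorescence ratio after choline addition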
Target sequence (Q9GZV3 whole entry, looked up): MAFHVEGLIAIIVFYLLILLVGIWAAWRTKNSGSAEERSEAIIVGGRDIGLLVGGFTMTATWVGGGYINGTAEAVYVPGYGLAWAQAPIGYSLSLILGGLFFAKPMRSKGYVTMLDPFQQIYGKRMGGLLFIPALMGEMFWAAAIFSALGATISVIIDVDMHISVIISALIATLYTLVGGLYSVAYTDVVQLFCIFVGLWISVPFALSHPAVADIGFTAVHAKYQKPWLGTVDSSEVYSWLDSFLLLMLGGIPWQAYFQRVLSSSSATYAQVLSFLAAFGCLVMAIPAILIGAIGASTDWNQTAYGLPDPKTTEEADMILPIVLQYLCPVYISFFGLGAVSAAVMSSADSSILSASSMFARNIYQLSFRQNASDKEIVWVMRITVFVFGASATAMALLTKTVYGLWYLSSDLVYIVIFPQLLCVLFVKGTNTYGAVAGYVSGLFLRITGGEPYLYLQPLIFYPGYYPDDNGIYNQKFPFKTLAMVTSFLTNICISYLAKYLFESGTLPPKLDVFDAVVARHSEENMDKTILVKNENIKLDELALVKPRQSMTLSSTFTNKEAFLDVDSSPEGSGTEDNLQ
CHT allo act: human CHT allosteric activation; 310,000 compounds, 0.49% hits; Q9GZV3; CHT-expressing cells, membrane potential dye, choline EC20; hits give high values; LV-AA mutant CHT in HEK293 cells; B-score at 10 µM;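 active means initial fluorescence not abnormally high and integrated response B-score, plate-corrected, over 3 SD above library mean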
Numbers without * were called inactive; i = inactive.

The opening 5 entries as a preview:
SMILES	CHT inh	CHT allo act
COc1ccc2c(c1OC)C(=O)OC2Nc1nc(-c2cc3cc([N+](=O)[O-])ccc3oc2=O)cs1 (centres undefined)	i	i
O=C(O)c1ccc2nc(CO)[nH]c2c1	i	i
COc1ccc(S(=O)(=O)Nc2cccc(C)n2)c2ccccc12	i	i
Cc1nc2sc3c(O)cc(=O)[nH]c3c2c(C)c1C	i	i
COCCNC(=O)c1ccc2c3n(nc2c1)-c1ccc(C)cc1CO3	i	i

The listing (from the top)
SMILES	CHT inh	CHT allo act
COc1ccc2c(c1OC)C(=O)OC2Nc1nc(-c2cc3cc([N+](=O)[O-])ccc3oc2=O)cs1 (centres undefined)	i	i
O=C(O)c1ccc2nc(CO)[nH]c2c1	i	i
COc1ccc(S(=O)(=O)Nc2cccc(C)n2)c2ccccc12	i	i
Cc1nc2sc3c(O)cc(=O)[nH]c3c2c(C)c1C	i	i
COCCNC(=O)c1ccc2c3n(nc2c1)-c1ccc(C)cc1CO3	i	i
COc1cc(/C=N\NC(=O)c2ccc(Cn3cc(Br)c([N+](=O)[O-])n3)o2)cc(OC)c1O	i	i
O=c1oc2ccccc2c(O)c1/C=C1\C=Nc2ccccc21	i	i
COC(=O)c1sccc1NN1C(=O)c2ccccc2C1=O	i	i
COc1cc(C2CC(C(F)(F)F)n3ncc(C(=O)O)c3N2)cc(OC)c1OC (centres undefined)	i	i
C#CCOCCOCCOCCNc1nc(N2CCN(C(=O)CCCCCCCCCCNC(=O)[C@@H](CCSC)n3cc(CCO)nn3)CC2)nc(N2CCN(C(=O)CCCCCCCCCCNC(=O)[C@H](CCCN=C(N)N)n3cc(C[C@@H](C)CC)nn3)CC2)n1	i	i
CCCCc1n(CC(=O)c2ccc(Cl)cc2)c2ccccc2[n+]1C	i	i
CN(C)CCn1c(=O)n(Cc2ccco2)c(=O)c2c3c(sc21)CCCCC3	i	i
O=C(CCCCn1c(=O)c2ccccc2n(Cc2ccccc2)c1=O)NC1CCN(Cc2ccccc2)CC1	i	i
O=C(NCc1ccc2c(c1)OCO2)c1ccc(Cl)nc1	i	i
Cc1ccc(-c2csc(N3C(=N)SCC3=O)n2)cc1	i	i
O=C(NCc1cccnc1)c1ccc(S(=O)(=O)N2CCCCC2)cc1	i	i
C=CCNC(=S)NNC(=O)COc1c(Cl)cc(Cl)cc1Cl	i	i
COc1cc(C)c(Cl)c(C)c1S(=O)(=O)NCc1cccnc1	i	i
NS(=O)(=O)c1ccc(N/N=C/c2cn(-c3ccccc3)nc2-c2cccs2)cc1	i	i
COc1ccc(CNC(=O)Cn2ncn3c(cc4ccccc43)c2=O)cc1	i	i
COc1ccc(S(=O)(=O)CC2(O)CCN(C(=O)CC(C)C)CC2)cc1	i	i
CC(=C1C(=O)c2ccccc2C1=O)N1CCN(c2ccccn2)CC1	i	i
O=C(CSc1nnc(CNC(=O)c2ccco2)o1)NC1CCCC1	i	i
Cc1ccc(NC(=O)CCC(=O)OCCCC(F)(F)C(F)(F)F)cc1	i	i
CCn1nnnc1SCC(=O)c1cc(Cl)ccc1OC	i	i
O=C(COc1ccc(Br)cc1)N(Cc1ccccc1)c1ccccn1	i	i
O=C(NCC1CCCN(Cc2ccc3nonc3c2)C1)c1cccc(C(F)(F)F)c1 (centres undefined)	i	i
COc1ccc(C2CC(c3ccccc3)=NN2c2ccc(N)cc2)cc1 (centres undefined)	i	i
Cc1ccc(-c2cc(C(=O)N(C)CC(=O)Nc3ccccc3Br)c3ccccc3n2)o1	i	i
COc1ccc(CCN(C)CC(=O)Nc2cc(C)nc3ccccc23)cc1OC	i	i
Cc1ccc(N(C(=O)c2csnn2)C(C(=O)NCc2ccccc2)c2cccnc2)cc1 (centres undefined)	i	i
OCCC1CN(Cc2nc(-c3ccccc3)cs2)CCN1CCc1ccccc1 (centres undefined)	i	i
COc1ccccc1NC(=S)NC(NC(C)=O)C(Cl)(Cl)Cl (centres undefined)	i	i
CS(=O)(=O)N(CC(=O)Nc1ccc(C(N)=O)cc1)C1CCCCC1	i	i
NC(=NC1CCCCC1)NS(=O)(=O)c1ccccc1	i	i
COc1ccc(N2CCN(C(=O)CSc3ccccc3)CC2)cc1	i	i

Molecules above that contain a nitro group on carbon (2):
SMILES	CHT inh	CHT allo act
COc1ccc2c(c1OC)C(=O)OC2Nc1nc(-c2cc3cc([N+](=O)[O-])ccc3oc2=O)cs1 (centres undefined)	i	i
COc1cc(/C=N\NC(=O)c2ccc(Cn3cc(Br)c([N+](=O)[O-])n3)o2)cc(OC)c1O	i	i

Additional structures follow.
SMILES	CHT inh	CHT allo act
CC(OC(=O)c1cccc(S(=O)(=O)Nc2cccc(C(F)(F)F)c2)c1)C(=O)Nc1ccc2c(c1)OCCO2 (centres undefined)	i	i
Cc1cc(Nc2nc3ccccc3nc2Cl)n(-c2ccccc2)n1	i	i
Cc1cccc(-n2c(SCc3ccc([N+](=O)[O-])cc3)nnc2-c2c[nH]c3ccccc23)c1	i	i
Oc1c(Br)cc(Br)cc1/C=N/c1nc2c(s1)CCCC2	-12*	i
CCNC(=O)COC(=O)c1cc(-c2ccccc2)nn1-c1ccccc1	i	i
CCOc1ccccc1-c1nc2c(s1)CCc1onc(-c3ccc(OC)cc3)c1-2	i	i
COc1ccccc1N1CCN(C(=O)CSc2nnc(NC(=O)C3CC3)s2)CC1	i	i
COC(=O)/C=C(\C)NC(=O)c1ccc(F)cc1	i	i
COc1ccccc1C(=O)Nc1nc2nc(-c3ccccc3)cc(=O)n2[nH]1	i	i
CC(NC(=O)c1cc(S(=O)(=O)N(C)C)ccc1N1CCCC1)C1CC2CCC1C2 (centres undefined)	i	i
COC(=O)[C@@]1(Cc2ccc(F)cc2)[C@H]2c3cc(C(=O)N4CCCC4)n(CCO)c3C[C@H]2CN1C(=O)c1ccccc1	i	i
O=S(=O)(NCCSc1nc2ccccc2o1)c1ccccc1	i	i
C/C(=N\NC(=O)c1n[nH]c2c1CCC2)c1ccco1	i	i
COc1ccc(C(=O)Nc2cc3c4c(c2)C(C)C(=O)N4CCC3)cc1OC (centres undefined)	i	i
NC(=O)c1ccc(-n2nnnc2SCC(=O)Nc2ccc(F)cc2)cc1	i	i
CC(C)(C)c1ccc(-c2nnc(SCC(=O)NC3CCS(=O)(=O)C3)n2N)cc1 (centres undefined)	i	i
Cc1nc2ccccn2c1C(=O)N/N=C/c1ccc(F)cc1	i	i
Cc1cccc(-n2c(N)cc(=O)nc2SCC(=O)NC2CCCCC2)c1	i	i
COc1cc(/C=C2\SC(=Nc3ccc(O)cc3)NC2=O)cc(OC)c1OC	i	i
COc1ccc(-c2c(-c3ccccc3OC)sc3ccccc23)cc1OC	i	i
CN1CCN(S(=O)(=O)c2ccc(NC(=S)NC(=O)C3CC3)cc2)CC1	i	i
Cc1nn(Cc2ccc(Cl)cc2)c(C)c1NC(=O)CSc1nc2c(c(C(F)(F)F)n1)CCc1ccccc1-2	i	i
CCn1nc(C)c(NC(=O)c2ccc(Cl)cc2)c1C	i	i
Cc1ccc(SCc2cc(-c3ccc(Cl)cc3)on2)cc1	i	i

3 neighbouring records already listed, quoted:
SMILES	CHT inh	CHT allo act
C/C(=N\NC(=O)c1n[nH]c2c1CCC2)c1ccco1	i	i
COc1ccc(C(=O)Nc2cc3c4c(c2)C(C)C(=O)N4CCC3)cc1OC (centres undefined)	i	i
NC(=O)c1ccc(-n2nnnc2SCC(=O)Nc2ccc(F)cc2)cc1	i	i

(list continues)
SMILES	CHT inh	CHT allo act
O=C(CCc1ccccc1)Nc1ccccc1	i	i
CCOC(=S)SCC(=O)Nc1nc(C)c(C)s1	i	i
C/C(=C\C=C\c1ccccc1)C(=O)c1c(C)cc(C)[nH]c1=O	i	i
CN(C(=O)c1ccc2nc(N)sc2c1)c1ccccc1	i	i
CCCCN(C)C(=S)Nc1ccc2nc(N3CCN(CC)CC3)cc(C)c2c1	i	i
Cc1ccc(-c2nc(CSCC(=O)NCCN3CCN(Cc4ccccc4)CC3)c(C)o2)cc1	i	i
CCn1cc(/C=N/NS(=O)(=O)c2ccc(OC)cc2)c(C)n1	i	i
Nc1nc(N2CCN(Cc3ccccc3)CC2)n[nH]1	i	i
CC(=O)c1cc(CN2CCN(CCC(C)C)C(CCO)C2)cs1 (centres undefined)	i	i
CN1CCN(C2=Cc3ccc(Cl)cc3Sc3ccc(F)cc32)CC1	i	i
CC(C)c1cc(C(=O)NCc2ccco2)no1	i	i
O=C1C(c2ccc(F)cc2)N(CC2COc3ccccc3O2)C(=O)CN1C1CCCCC1 (centres undefined)	i	i
C=CCNC(=O)CN(c1cc(Cl)ccc1OC)S(=O)(=O)c1ccc(C)c([N+](=O)[O-])c1	i	i
CCOC(=O)CS(=O)(=O)CC(=O)Nc1ccc([N+](=O)[O-])cc1OC	i	i
CNC(=S)N1CCN(CCNC2=CC(=O)CC(C)(C)C2)CC1	i	i
O=C(NC1CCCCC1)c1cc(Cl)nc2ccccc12	i	i
COc1ccc(/C=C/C(=O)OCC(=O)Nc2cccc(C(C)=O)c2)cc1	i	i
CC(C)CNc1nc2c(c(=O)n(C)c(=O)n2C)n1Cc1cccc(Br)c1	i	i
O=C1c2ccccc2NC(c2ccccn2)N1c1ccc(Cl)cc1 (centres undefined)	i	i
COc1ccc(OCC(Cn2cnc3ccccc32)OC(C)=O)cc1 (centres undefined)	i	i
Cc1ccc(C)c(NC(=O)/C(C#N)=C/c2ccc[nH]2)c1	i	i
Cc1cccc(C(=O)NCC(=O)OCC(=O)NC2CCCCCCC2)c1	i	i
COc1ccccc1C(C)NCC(=O)Nc1ccccc1C(F)(F)F (centres undefined)	i	i
O=C(Nc1ccc2c(c1)OCO2)C1CCN(C(=O)c2ccc([N+](=O)[O-])cc2)CC1	i	i
N/C(CSc1ccc(Cl)cc1)=N\NC(=O)c1ccncc1	i	i
COc1cccc(/C=C/c2[nH]c(=O)[nH]c(=O)c2[N+](=O)[O-])c1O	i	i
O=C(COC(=O)COc1ccccc1)Nc1ccc(OC(F)(F)F)cc1	i	i
CN(C)Cc1c(O)ccc2oc(Cc3ccccc3)cc12	i	i
c1ccc(CN(Cc2ccccc2)c2nn[nH]n2)cc1	i	i
C=CC1=C2C=C(C3CC3)N(CC3CC3)C=C2C(=O)C(C)(OC(=O)c2ccco2)C1=O (centres undefined)	i	i
Cn1c(=O)c2c(nc(N3CCCCCC3)n2CCSc2nc3ccccc3o2)n(C)c1=O	i	i
O=S(=O)(c1ccc2[nH]c3c(c2c1)CCCC3)N1CCCCC1	i	i
N#C/C(=C/c1ccc(CNS(=O)(=O)c2ccccc2)o1)C(N)=O	i	i
CN(Cc1ccccc1)c1ccc(N2C(=O)CCCC2=O)cc1[N+](=O)[O-]	i	i
CCOC(=O)C1CCN(C(=O)c2cc3cc(F)ccc3[nH]2)CC1	i	i
Cc1cccc(C)c1N(CC(=O)Nc1cccc(N(C)S(C)(=O)=O)c1)S(C)(=O)=O	i	i
Cc1sc2ncnc(N3CCC(C)CC3)c2c1C	i	i
C/C(CC(=O)N(C(C)C)C(C)C)=N\NC(=O)COc1ccc(Br)cc1Br	i	i
CCCC(C(=O)NC(C)(C)C)N(CC1CCCO1)C(=O)c1snc(C(N)=O)c1N (centres undefined)	i	i
COc1ccc(CN(CC2CCCO2)C(=O)c2cc3ccccc3oc2=O)cc1 (centres undefined)	i	i
COc1ccc2[nH]cc(CCNS(=O)(=O)c3ccccc3)c2c1	i	i
CCCc1nc2ccccc2n1CCOC	i	i
Cc1ccccc1NC(=O)Nc1cnccn1	i	i
CSc1nc2c(c(=O)[nH]1)C(c1ccc(Br)cc1)CC(=O)N2 (centres undefined)	i	i
COc1ccc(CSC2=NCCN2)cc1Br	i	i
CN1CCN(S(=O)(=O)c2cccc([N+](=O)[O-])c2)CC1	i	i
C#CCOCCOCCOCCNc1nc(N2CCOCC2)nc(N2CCN(C(=O)CCCCCCCCCCNC(=O)[C@@H]([C@H](C)O)n3cc(C)nn3)CC2)n1	i	i
Cc1ccoc1C(=O)Nc1cccc2ccccc12	i	i
C=CCN(CC=C)C(=O)Nc1cc(OC)ccc1OC	i	i
COc1ccc(Cl)cc1S(=O)(=O)n1nnc2ccccc21	i	i
COc1ccc(S(=O)(=O)N(CC(=O)N2CCN(C)CC2)c2ccc(C)cc2)cc1OC	i	i
O=C(Nc1c2c(nn1-c1ccc(F)cc1)CS(=O)(=O)C2)c1ccc(S(=O)(=O)N2CCOCC2)cc1	i	i
CCC(=O)Nc1ccc(NC(=O)c2ccco2)cc1	i	i
CCN1CCN(C(c2ccccc2)c2nnnn2Cc2ccccc2)CC1 (centres undefined)	i	i
CCc1ccccc1NC1=NCC(=O)N1C1CCCCC1	i	i
Cc1cc([N+](=O)[O-])nn1Cn1nc([N+](=O)[O-])cc1C	i	i
CC(=O)OC(c1nc2ccccc2c(=O)n1C1CC2(OC1=O)c1ccccc1N1C(=O)C(C)(C)N(O)C12)C(C)C (centres undefined)	i	i
Cc1ccc(/C=N/Nc2nc(Cl)c(Cl)cc2Cl)s1	i	i
C=C1CCN([C@@H](CC(C)C)C(=O)NCc2ccc(OC)cc2)S(=O)(=O)c2ccccc21	i	i
CC(=O)C(=[N+]=[N-])C(=O)NCc1ccccc1	i	i

Full records, quoted from the list. Order of values: CHT inh, CHT allo act
`C=C1CCN([C@@H](CC(C)C)C(=O)NCc2ccc(OC)cc2)S(=O)(=O)c2ccccc21` in the list: i, i
`CC(=O)C(=[N+]=[N-])C(=O)NCc1ccccc1` in the list: i, i
`CCN1CCN(C(c2ccccc2)c2nnnn2Cc2ccccc2)CC1` (centres undefined) in the list: i, i
`O=C(Nc1c2c(nn1-c1ccc(F)cc1)CS(=O)(=O)C2)c1ccc(S(=O)(=O)N2CCOCC2)cc1` in the list: i, i
`COc1ccc(Cl)cc1S(=O)(=O)n1nnc2ccccc21` in the list: i, i

Next structures follow.
SMILES	CHT inh	CHT allo act
CSc1cccc(-n2c(C)cc(C(N)=O)c2C)c1	i	i
NC(=O)c1nsc(C(=O)N(c2ccccc2)C(C(=O)NC2CCCC2)c2cccs2)c1N (centres undefined)	i	i
Cc1ccc(OCCCC(=O)NCc2ccco2)cc1	i	i
CCOc1ccccc1-c1nc(-c2ccncc2)no1	i	i
CCOC(=O)CN1C(=O)N[C@@H](CCc2ccccc2)C(C(=O)OC)=C1C	i	i

Screening data: PubChem, Johns Hopkins Ion Channel Center
